AID inh = Primary qHTS assay for inhibitors of Activation Induced Cytidine Deaminase (AID): AID signal; AID deamination FRET fluorescence, UDG-coupled, 4 h; Potency, µM (doses to about 115 µM), inactives show at the highest dose activity change, negative = inhibition, most hits filed as inhibitors; Single-stranded DNA cytosine deaminase (Homo sapiens), Q9GZX7; 91,000 compounds, 0.32% hits; also: nearly all actives have a fitted effect of over 25% in size
Target sequence (Q9GZX7 whole entry, looked up): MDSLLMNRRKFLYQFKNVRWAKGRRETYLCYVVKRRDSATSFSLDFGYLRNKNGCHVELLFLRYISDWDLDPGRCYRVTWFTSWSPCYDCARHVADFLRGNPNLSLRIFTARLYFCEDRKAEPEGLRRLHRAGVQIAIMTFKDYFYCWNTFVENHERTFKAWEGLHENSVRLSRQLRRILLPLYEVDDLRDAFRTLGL
UDG counterscr = Primary qHTS assay for inhibitors of Activation Induced Cytidine Deaminase (AID): UDG Counterscreen signal; Uracil-DNA glycosylase; FRET deamination/UDG coupled assay, UDG read, 4 h; Potency, µM (highest dose often 115 µM), for the others: at the highest dose activity change, negative = inhibition, hits mostly inhibitors; 91,000 compounds, 0.14% hits; AID 1347430, 2020; also: nearly all actives have a fitted effect of over 65% in size
The depositor's hits bear a star; ? = inconclusive; & = joins results of further samples; [ ] = remark or other dose. Calls follow the shape of the dose curve; as a rule, active = well fitted curve in the direction sought with a large enough effect; inconclusive = small, poorly fitted or top-dose-only effect, or another doubt; inactive = no such curve, though single readings can be large; an effect the other way counts as inactive or inconclusive. % is scaled to controls: 0 for no effect and ±100 for the full control effect; potency is read from the fitted curve at half-maximal effect.

SMILES	AID inh	UDG counterscr
Cc1nc(-c2ccc(CNC(=O)c3ccc4nc[nH]c4c3)cc2)cs1	39.0%[activator]	-1.5%
CCCCOC(=O)c1ccc(NC(=O)c2cc3c(=O)n4cccc(C)c4nc3n2C)cc1	1.3%	6.2%
COc1ccc(OC)c(C2C3=C(CCCC3=O)Nc3nc(SCc4ccccc4F)[nH]c(=O)c32)c1 (stereo not drawn)	-15.2%	-9.3%
O=C(COc1ccccc1Cl)Nc1nnc(S(=O)(=O)N2CCCCCC2)s1	35.5%[activator]	-1.5%
O=Cc1ccc(OCc2ccc(Br)cc2)c(Cl)c1	-14.7%	-16.1%
Cc1cccc(C(=O)Nc2ccc3oc(-c4cccc5c(Br)cccc45)nc3c2)c1	1.3%[57.5 µM]	-5.4%[57.5 µM]
CCOc1ccc(CNC(=O)Cn2ccc3cc(S(=O)(=O)N4CCCCCC4)ccc32)cc1	12.4%	-19.6%
Cc1nc(Cn2cc(S(=O)(=O)N(C)C)ccc2=O)no1	-0.1%	0.2%
CCNC(=O)N(C)Cc1nc(-c2ccc(OC)cc2)no1	3.1%	1.0%
O=C(CC12CC3CC(CC(C3)C1)C2)Nc1ccc(-c2nc3ncccc3o2)cc1	-0.8%	7.0%
CCOCCCC(=O)N(C)Cc1cccc(OC)c1	-2.9%	6.4%
O=C(Cc1scnc1-c1cccs1)NCc1ccccc1Cl	2.3%	0.6%
O=C(c1ccc(Br)s1)N(Cc1cccnc1)c1nc2ccc(F)cc2s1	-13.1%&2.9%	-4.6%&3.7%
CC(=O)c1ccc(NC(=O)CSc2nc(=O)n(Cc3ccccn3)c3c2CCC3)cc1	7.0%	12.5%
COc1ccc(C2CC(=O)N(Cc3ccccc3)c3c2c(C)nn3-c2nc(C)cc(C)n2)c(OC)c1 (stereo not drawn)	-8.8%	0.4%
Fc1cc(Br)ccc1NC(=S)NCc1cccs1	-1.4%	5.7%
CC(NC(=O)CSc1nnc2n1CCCCC2)c1ccc2c(c1)CCCC2 (stereo not drawn)	0.5%	2.6%
Cc1ccc(Nc2c(-c3cccc(Cl)c3)nc3cccc(C)n23)cc1	7.2%	-22.3%[57.5 µM]
CC(C)N(Cc1ccccc1)C(=O)COC(=O)c1cc(Br)ccc1Cl	-17.5%	-18.2%
CCOc1ccc(-c2c(C)nn3c(C)c(C(=O)Nc4ccccc4C(=O)OC)cnc23)cc1OCC	3.4%	10.3%
CCc1cccc(C)c1NC(=O)Cn1nc(C)n2cccc2c1=O	2.8%	-4.6%
CCOC(=O)c1ccn(-c2nc(-c3cccc(OC)c3)cc(C(F)(F)F)n2)n1	-5.5%	5.5%
Cc1cc(C)cc(NC(=O)C2CCC(CNS(=O)(=O)c3ccc4c(c3)C(C)(C)C(=O)N4C)CC2)c1 (stereo not drawn)	4.5%	-7.0%
COc1ccc(NC(=O)C2CCCN(S(=O)(=O)c3ccc4[nH]c(=O)ccc4c3)C2)cc1Cl (stereo not drawn)	7.1%	6.7%
CCOC(=O)N1CCc2c(sc3c2c(=O)n(Cc2ccccc2)c(=O)n3CC(=O)Nc2ccc(C)cc2C)C1	1.7%	14.9%[57.5 µM]
CCCCC(=O)N1CCN(c2nc(C)c3c(c2C#N)CCCC3)CC1	-22.7%	0.1%
O=C(Nc1oc2ccc(Cl)cc2c(=O)c1-c1ccccc1)c1cccs1	-1.6%	-2.4%
CCCCc1nn2c(=O)cc(COC(=O)COc3ccc(C)cc3)nc2s1	14.9%	9.0%
CCOC(=O)CNC(=O)C(=O)NCC(=O)OCC	-0.5%	-10.8%
Cc1ccc(C(=O)c2oc3ccccc3c2NC(=O)COc2ccc(Cl)c(C)c2)cc1	2.9%	-6.0%[57.5 µM]
Cc1cccc(N2C(=O)CSC23C(=O)N(CC(=O)NCCc2ccccc2)c2ccccc23)c1 (stereo not drawn)	-25.2%	-1.6%
COc1cc(C2SCCS2)ccc1OC(=O)c1ccc2c(c1)NC(=O)CS2	-4.2%	1.6%
O=C(COC(=O)Cc1n[nH]c(=O)c2ccccc12)NC(=O)NC1CCCC1	-0.3%	0.6%
Cc1ccc(C)c(S(=O)(=O)c2nnn3c2nc(Nc2ccc(C)c(C)c2)c2sccc23)c1	9.0%	?
CC(C)NC(=O)c1ccccc1NC(=O)c1nsc2ccccc12	16.3%	2.1%
Cc1cc(C)c(NC(=O)C(C)n2nnc3sc(-c4ccccc4)cc3c2=O)c(C)c1 (stereo not drawn)	21.5%	32.7%[activator]
Cc1ccc(NC(=O)CSc2nc3ccccc3n2CC(=O)N(C)C2CCCCC2)cc1C	2.0%	-12.3%
CC(Cl)C(=O)Nc1ccccc1C(N)=O (stereo not drawn)	4.4%	5.4%
CCOC(=O)C(N)c1ccc(Cl)cc1 (stereo not drawn)	-7.4%	-2.7%
COc1ccc(NCc2cccn2-c2nnc(N3CCOCC3)s2)cc1OC	68.3%[activator]	-4.7%

Sorted by length of the SMILES (smallest number first): some entries from above
SMILES	AID inh	UDG counterscr
CCOC(=O)C(N)c1ccc(Cl)cc1 (stereo not drawn)	-7.4%	-2.7%
CCOC(=O)CNC(=O)C(=O)NCC(=O)OCC	-0.5%	-10.8%
CC(C)NC(=O)c1ccccc1NC(=O)c1nsc2ccccc12	16.3%	2.1%
CCCCC(=O)N1CCN(c2nc(C)c3c(c2C#N)CCCC3)CC1	-22.7%	0.1%
CCCCc1nn2c(=O)cc(COC(=O)COc3ccc(C)cc3)nc2s1	14.9%	9.0%
O=C(Nc1oc2ccc(Cl)cc2c(=O)c1-c1ccccc1)c1cccs1	-1.6%	-2.4%
O=C(COC(=O)Cc1n[nH]c(=O)c2ccccc12)NC(=O)NC1CCCC1	-0.3%	0.6%
Cc1ccc(NC(=O)CSc2nc3ccccc3n2CC(=O)N(C)C2CCCCC2)cc1C	2.0%	-12.3%
Cc1ccc(C(=O)c2oc3ccccc3c2NC(=O)COc2ccc(Cl)c(C)c2)cc1	2.9%	-6.0%[57.5 µM]
Cc1cc(C)c(NC(=O)C(C)n2nnc3sc(-c4ccccc4)cc3c2=O)c(C)c1 (stereo not drawn)	21.5%	32.7%[activator]
Cc1cccc(N2C(=O)CSC23C(=O)N(CC(=O)NCCc2ccccc2)c2ccccc23)c1 (stereo not drawn)	-25.2%	-1.6%
Cc1ccc(C)c(S(=O)(=O)c2nnn3c2nc(Nc2ccc(C)c(C)c2)c2sccc23)c1	9.0%	?
CCOC(=O)N1CCc2c(sc3c2c(=O)n(Cc2ccccc2)c(=O)n3CC(=O)Nc2ccc(C)cc2C)C1	1.7%	14.9%[57.5 µM]

New compounds follow.
SMILES	AID inh	UDG counterscr
CCc1ccccc1-n1c(C)nc2cc(C(=O)NCCc3ccc(Cl)cc3)ccc21	?	?
CSc1ccccc1C(=O)Nc1cccc(C)c1C	0.9%	13.8%
O=C(NCCCCCO)C1CCN(c2nc(Cl)nc3nc[nH]c23)CC1	-7.6%	89.1µM*
N#Cc1nc(COc2ccc(Cl)cc2)oc1NCc1ccncc1	3.8%	-5.5%
O=C(/C=C/c1ccc(O)c(O)c1)OCCc1ccccc1	21.2%	0.8%
O=C(C1CCCCC1)N(Cc1cccnc1)c1nc2ccc(F)cc2s1	2.1%	1.6%
CCOC(=O)C1=C(N)OC2=C(C(=O)CCC2)C1c1ccc(Cl)cc1 (stereo not drawn)	-13.9%	-6.8%
N#Cc1nc(-c2ccc(S(=O)(=O)N3CCCC3)cc2)oc1NCCc1ccccc1	8.9%	3.5%
Cc1cc(=O)oc2c(C)c(OCC(=O)NCCCn3ccnc3)ccc12	1.2%	7.8%
CC(=O)c1ccc(NC(=O)c2cc3sccc3n2Cc2ccc(Cl)cc2)cc1	7.8%	-7.4%
Cc1cc2oc(C(=O)Nc3c(C(=O)Nc4ccccc4)oc4ccccc34)cc(=O)c2cc1C	7.9%	-9.2%
CCOC(=O)c1cc(NC(=O)c2ccc(OC)cc2)c(=O)n2c1oc1ccc(Cl)cc12	2.0%	-1.3%
CCc1ccc(Nc2sc(C(=O)c3ccccc3)c(N)c2S(C)(=O)=O)cc1	11.7%	-25.5%
O=S(=O)(c1ccc(-c2cc(C(F)(F)F)on2)s1)N1CCN(c2ccccc2F)CC1	-2.5%	0.6%
COc1ccc(N2CCN(S(=O)(=O)c3ccc4c(c3)CCCN4C(C)=O)CC2)cc1	5.6%	16.9%
Cc1ccc(CNC(=S)Nc2cccc(Cl)c2Cl)cc1	-4.9%	9.6%
O=C(COC(=O)c1cc(-c2ccccc2)nc2c(Cl)cccc12)c1ccc(F)cc1	82.0%[activator]	-3.7%
Cc1cccc(CN2C(=O)c3ccccc3S(=O)(=O)c3ccc(C(=O)NC4CCCCC4)cc32)c1	-16.9%	-11.7%
COc1ccc(NC(=O)Cn2c(=O)n(-c3cccc(C)c3)c(=O)c3c2c2cc(C)ccc2n3C)cc1OC	19.8%	?
CCOC(=O)c1ccccc1NC(=O)N(Cc1ccc(CC)cc1)Cc1cn[nH]c1-c1ccc(OC)cc1	?	-22.8%
CCCCN(C)CCNC(=O)c1cc2c(=O)n(C)c3ccccc3c2n1C	2.7%	-8.6%
COc1ccc(NC(=O)NC(C)c2c(-n3cccc3)sc3c2CCN(C)C3)c(OC)c1 (stereo not drawn)	1.1%	-0.5%
CCc1ccc2c(c1)cc(S(=O)(=O)c1ccccc1)c(=O)n2CC(=O)N1CCCCC1	-16.6%	-1.4%
O=C(Cn1nnc(-c2ccccc2)n1)N1CCC(c2nc3ccccc3s2)CC1	-8.3%	-0.7%
CCN1CCN(c2oc(COc3ccc(-c4ccccc4)cc3)nc2C#N)CC1	-23.2%	-16.2%
O=C(Nc1nc(-c2ccc3ccccc3c2)cs1)c1ccc[n+]([O-])c1	8.1%	-3.4%
Cc1ccc2cccc(NC(=O)c3ccc(-c4cccc([N+](=O)[O-])c4)o3)c2n1	36.6%[activator]	-3.6%
Cc1cccc(NC(=O)Cn2c(=O)oc3cc(S(=O)(=O)N4CCCCCC4)ccc32)c1	-1.9%	-12.3%
Cc1ccc(Cn2ccc(NC(=O)c3cc(-c4ccc(Cl)c(Cl)c4)on3)n2)cc1	-5.1%[57.5 µM]	-13.7%[57.5 µM]
COc1cccc(CNC(=O)Cn2nc(-c3ccc(Cl)cc3)ccc2=O)c1	-6.8%	-14.0%
C/C(=N\NC(=O)C1CC1c1ccc(C(C)(C)C)cc1)c1ccc(C(C)C)cc1 (stereo not drawn)	-9.7%	-7.7%
O=c1oc2ccc(Cl)cc2cc1-c1cn2c(n1)sc1ccccc12	8.5%	4.6%
COc1ccc2c(C)c(CC(=O)NCCN3CCOCC3)c(=O)oc2c1	4.0%	-10.4%
CCCn1c(=O)c2sccc2n2c(CCCC(=O)Nc3ccc(Oc4ccccc4)cc3)nnc12	-1.9%	3.2%
Cc1ccccc1C(=O)NCc1ccc2c(c1)CCN2C(=O)c1ccccc1	7.5%	-17.9%
CCCCc1ccc(NC(=O)Cn2cnc3c(oc4ccccc43)c2=O)cc1	-7.1%	3.3%
CC1CN(C(=O)N2CCC(C(=O)NCc3cccs3)CC2)c2cc(Cl)ccc2O1 (stereo not drawn)	-22.8%	-17.3%
COc1cccc(CNC(=O)C2CCCN(S(=O)(=O)c3ccc4c(ccn4C)c3)C2)c1 (stereo not drawn)	14.9%	2.3%
COc1ccccc1CCNC(=O)c1csc(NC2CC2)n1	7.2%	-0.8%
CCC(CC)C(=O)Nc1ccc(C(=O)OCc2cc(=O)n3nc(C4CC4)sc3n2)cc1	5.2%	-3.3%
COc1cccc(NC(=O)CSc2c(C)cnc3c2c(=O)n(C)c(=O)n3C)c1	11.7%	-4.7%
CCCCC(=O)Nc1ccc(NC(=O)c2cccc3c(Br)cccc23)cc1OC	-3.8%	0.0%
O=C(Cn1ncc2ccsc2c1=O)N1CCN(c2ccc(Cl)cc2)CC1	1.2%	11.2%
COc1ccc(CNC(=O)CSc2c3c(nc4ccc(Cl)cc24)CCCC3)cc1	7.8%	-2.3%[57.5 µM]
O=C(O)CCC(CNS(=O)(=O)c1ccc(Cl)s1)C(F)(F)F (stereo not drawn)	0.5%	-4.0%
O=C1CCC(c2ccc(-n3ccnc3)cc2)=NN1	-10.1%	-7.7%
O=C(CN(c1cccc(C(F)(F)F)c1)S(=O)(=O)c1ccccc1)Nc1cccc(Cl)c1	?	-13.5%
COc1ccc(NS(=O)(=O)c2cc3[nH]c(=O)c(=O)[nH]c3cc2C)cc1OC	-0.6%&114.1%	6.9%&-2.0%
CC(OC(=O)c1cccc(N(C)C)c1)C(=O)c1ccccc1 (stereo not drawn)	8.2%	-3.1%
O=C(Cc1ccc2c(c1)CCCC2)NC1CCCCC1	-5.6%	-11.3%
Next compounds
SMILES	AID inh	UDG counterscr
CCOCCCNC(=O)c1ccc(C)c(C)c1	-2.7%	-5.3%
COc1ccc2c(Sc3ccccc3)c(C(=O)NCc3cccc(OC)c3OC)[nH]c2c1	27.7%	12.7%
CCOC(=O)c1oc2c(C)c(O)ccc2c(=O)c1-c1nc2ccccc2s1	8.2%	-0.9%
Cc1nc(CNCc2cccc(NC(=O)c3ccc(F)cc3)c2)cs1	1.6%	-1.7%
O=C(NCCc1cccs1)C1CCN(c2ccc(C(F)(F)F)cn2)CC1	0.5%	-0.8%
O=C(NC1CCCCCCC1)c1cc(Sc2cccc(Cl)c2)nc2ccccc12	2.2%	-1.0%
CCCCc1ccc(N/C=C/C(=O)c2ccc(OCC)cc2)cc1	-9.5%	-10.2%
C=CCNC(=O)c1cc(-c2cccc(C)c2)nc2ccccc12	-17.4%	?
CCOC(=O)Cc1ccc(NC(=O)N(Cc2ccc(OC)cc2)C2CCN(C(C)=O)CC2)cc1	-0.3%	0.5%
CCCCN(C)C(=O)c1ccc2c(=O)n3nc(Nc4cc(C)ccc4C)sc3nc2c1	?	16.8%

High-throughput results: PubChem, National Center for Advancing Translational Sciences (NCATS)

This is a subset; count on the stated rates, not on these rows.
